TRPV1 ag: agonists of human vanilloid receptor 1 (TRPV1) | activation, % at 8.33 µM | TRPV1-expressing cells, Fluo-8 calcium influx, agonist mode | Q8NER1 | hit rate 0.19% among 320,000; in the data active means activation above about 80%; inconclusive means between about 30% and that limit; further: 0% is about no effect
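Fluo-8 calcium influx in TRPV1-expressing cells, kinetic read (ex 480/em 520 nm). Compound added and read 3 min for agonist activity, followed by capsaicin at EC20 final and 2 min further read for enhancement.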
KCNH2 WT inh: blocks the wildtype human KCNH2 potassium channel; Q12809; activity change, % at 1.84 µM; hit rate 0.37% among 340,000; U2OS, BacMam KCNH2, thallium flux FluxOr; hits give low values; AID 720551;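 active means maximum activity change below -70%; inconclusive means maximum activity change between -70% and -50%; inactive means maximum activity change above -50%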; further: on the % scale 0 is the no-effect control and ±100 the full control effect
Target sequence (Q12809 whole entry, looked up): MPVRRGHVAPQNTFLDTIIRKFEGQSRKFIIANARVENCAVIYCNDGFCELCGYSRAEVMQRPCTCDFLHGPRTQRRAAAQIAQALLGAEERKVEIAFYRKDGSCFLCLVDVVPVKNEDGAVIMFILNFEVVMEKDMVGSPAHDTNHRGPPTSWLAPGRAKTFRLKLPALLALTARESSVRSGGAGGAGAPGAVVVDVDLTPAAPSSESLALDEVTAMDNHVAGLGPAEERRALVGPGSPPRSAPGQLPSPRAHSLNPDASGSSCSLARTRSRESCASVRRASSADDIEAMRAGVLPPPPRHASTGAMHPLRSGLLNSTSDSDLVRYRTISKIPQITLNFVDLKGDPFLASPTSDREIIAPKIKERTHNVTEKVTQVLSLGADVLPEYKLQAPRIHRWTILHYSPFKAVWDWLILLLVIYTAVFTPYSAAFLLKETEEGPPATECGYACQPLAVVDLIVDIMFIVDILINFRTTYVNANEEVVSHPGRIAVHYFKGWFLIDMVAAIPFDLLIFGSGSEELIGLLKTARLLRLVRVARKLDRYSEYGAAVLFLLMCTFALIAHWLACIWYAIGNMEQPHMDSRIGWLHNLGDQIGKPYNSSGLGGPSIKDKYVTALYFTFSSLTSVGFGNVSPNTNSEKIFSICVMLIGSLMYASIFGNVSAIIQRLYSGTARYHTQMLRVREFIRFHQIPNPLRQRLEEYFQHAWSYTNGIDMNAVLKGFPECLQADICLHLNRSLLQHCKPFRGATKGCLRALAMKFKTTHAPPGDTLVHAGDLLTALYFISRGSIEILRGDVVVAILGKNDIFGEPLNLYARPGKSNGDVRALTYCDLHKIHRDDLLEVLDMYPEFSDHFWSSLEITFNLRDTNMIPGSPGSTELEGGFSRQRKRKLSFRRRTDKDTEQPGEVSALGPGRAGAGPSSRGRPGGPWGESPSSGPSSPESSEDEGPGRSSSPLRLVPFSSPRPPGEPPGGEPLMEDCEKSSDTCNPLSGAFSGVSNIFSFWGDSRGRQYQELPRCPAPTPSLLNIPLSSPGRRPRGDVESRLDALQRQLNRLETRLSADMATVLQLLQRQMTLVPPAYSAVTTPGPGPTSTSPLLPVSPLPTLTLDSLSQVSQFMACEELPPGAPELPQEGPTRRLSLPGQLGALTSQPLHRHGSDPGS
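U2OS cells transduced with wild-type KCNH2 virus are loaded with FluxOr dye for 45 min, and thallium flux is measured in kinetic reads before and after stimulation buffer. Rate constants are normalized to DMSO controls.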
a7 integrin act: integrin-mediated muscular dystrophy alleviation activation; alpha7betagal myoblasts, beta-gal FDG fluorescence, 48 h; Potency, µM (top dose mostly 38.3 µM), for the others: top-dose activation, most hits filed as activators; hit rate 0.064% among 350,000;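 further: potency means the concentration at half of the fitted maximal effect; 100% = response of the positive control SU9516; nearly all actives have a fitted effect of over 60% in size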
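Alpha7betagal+/- myoblasts (passage 13) were plated 16-24 hr, then exposed to compounds (1:260 dilution of DMSO stock) for 48 hours at 37C. After MPER lysis, β-galactosidase reporter activity was read as FDG fluorescence (ex 480/em 540) after 30 minutes.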
ASM inhibitor: blocks human secretory acid sphingomyelinase. P17405. placental ASM, HMU-PC fluorogenic substrate, 60 min. Potency, µM (highest dose often 57.5 µM), for the others: top-dose activity change, negative = inhibition, hits mostly inhibitors. hit rate 0.006% among 340,000; further: potency means the concentration at half of the fitted maximal effect
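Steps: dispense placental human ASM, pin compound, wait 10 min at room temperature, add HMU-PC0 substrate at 9 uM final, incubate 60 min at 37 °C, add stop solution raising pH to 10, read fluorescence.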
MLL CXXC-DNA inh: blocks binding of human MLL CXXC domain to DNA. Q03164. MLL-CXXC / FITC-HOXA9 DNA fluorescence polarization. Potency, µM (highest dose often 115 µM), without a hit: at the top dose activity change, negative = inhibition, usual class: inhibitors. hit rate 0.037% among 290,000; active means well fitted inhibition curve with a large enough effect in the polarisation, with a control signal flat, not every such curve was filed as active; inconclusive means small, poorly fitted or top-dose-only effect, or effect the other way, or a change in a side signal; inactive means no such curve, though single readings can be large or run the other way; the % refers to the polarisation; further: potency means the concentration at half of the fitted maximal effect
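Purified MLL-CXXC (added from a 7 uM solution) was preincubated 5 min at ambient with pinned compounds in 50 mM Tris-HCl pH 7.5, 50 mM NaCl, 1 mM DTT, 0.05% BSA. Fluorescein-labeled HOX-A9 DNA (50 nM solution) followed, 30 min, then polarization read.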
AT treatment: potential ataxia-telangiectasia treatments restoring KAP-1 phosphorylation | […] A-T fibroblasts, KAP-1 phosphorylation AlphaLISA; neocarzinostatin DNA damage 30 min before lysis | hit rate 0.19% among 320,000 | Potency, µM (titrated, usually from 57.5 µM), for the others: at the top dose activation, hits mostly activators; further: potency means the concentration at half of the fitted maximal effect; % of control where 0% means no effect; nearly all actives have a fitted effect of over 45% in size
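hTERT-immortalized A-T patient fibroblasts ([…]), 500 cells/well in OPTI-MEM, 1% FBS, got compounds for 60 min, then NCS for 30 min at 37C. Lysates were then assayed for phospho-KAP-1 by AlphaLISA (anti-pKAP1 donor, anti-KAP1 acceptor beads), 6 hr at 25C.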
MBNL1-CUG inh: inhibitors of human MBNL1 binding to CUG repeat RNA; hit rate 0.036% among 280,000; Potency, µM (doses to about 57.5 µM), for inactives: at the highest dose activity change, negative = inhibition, actives largely listed as inhibitors; AID 2675; TR-FRET MBNL1-His/biotin-(CUG)12 binding, 665/545 ratio; active means well fitted inhibition curve with a large enough effect in the signal ratio, with a control signal flat, not every such curve was filed as active; inconclusive means small, poorly fitted or top-dose-only effect, or effect the other way, or a change in a side signal; inactive means no such curve, though single readings can be large or run the other way; the % refers to the signal ratio; further: potency means the concentration at half of the fitted maximal effect; on the % scale 0 is the no-effect control and ±100 the full control effect
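TR-FRET readout: Ex 340 nm, 665/545 nm emission ratio, normalized to buffer-only (basal) and MBNL1-(CUG)12 controls. Complex of MBNL1-His with Biotin-(CUG)12, compounds 92 nM–58 uM, incubated 60 min at room temperature.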
Coupling enz: coupling enzyme interference in Giardia aldolase counter-screen | coupling enzyme system counterscreen, AmpLite Red fluorescence | activity change, negative = inhibition, % at 58.2 µM, hits read low | hit rate 0.67% among 290,000 | AID 2472; in the data active means activity change below about -30%; further: on the % scale 0 is the no-effect control and ±100 the full control effect
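Counterscreen lacking aldolase: glyceraldehyde-3-phosphate coupling-enzyme reagent preincubated 10 min at RT with compound (at 57.5 uM final), then substrate/coupling system with AmpLite Red added; fluorescence read at 525/598 nm after 20 min RT.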
GALK inh: blocks human galactokinase activity | Purified GALK, Kinase-Glo residual ATP luminescence | P51570 | AID 1868 | Potency, µM (series often up to 57.5 µM), inactives show at the highest dose activity change, negative = inhibition, usual class: inhibitors | hit rate 0.007% among 270,000; further: potency means the concentration at half of the fitted maximal effect; on the % scale 0 is the no-effect control and ±100 the full control effect
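Quantitative HTS: GALK 5 nM, ATP 35 uM, galactose 100 uM, 1 h room temperature, then luciferase-based ATP detection.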
KCNH2 3.1 block: KCNH2 3.1 (human) potassium channel inhibition; U2OS KCNH2 3.1, thallium flux FluxOr; hits give low values; activity change, % (tested at about 1.8 µM); hit rate 0.95% among 340,000; AID 720553;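 active means maximum activity change below -70%; inconclusive means maximum activity change from -70% to -50%; inactive means maximum activity change above -50%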;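 further: thallium influx rate constant from kinetic fluorescence after stimulation buffer; on the % scale 0 is the no-effect control and ±100 the full control effect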
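U2OS cells transduced with KCNH2 3.1 mutant virus (1.77 x 10^8 /mL, 4 h), plated overnight at 37 C, loaded 45 min with FluxOr dye plus Red40 quencher. Thallium flux rate constant from kinetic reads after stimulation buffer, normalised to controls.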
Active calls of the source: *; ? = inconclusive; · = no result given; & = joins results of further samples; [ ] = another dose, or the depositor's remark. Unless noted, the call rests on the fitted dose curve; in most records, active means well fitted curve in the direction sought with a large enough effect; inconclusive means small, poorly fitted or top-dose-only effect, or another doubt; inactive means no such curve, though single readings can be large; an effect the other way counts as inactive or inconclusive.

SMILES	TRPV1 ag	KCNH2 WT inh	a7 integrin act	ASM inhibitor	MLL CXXC-DNA inh	AT treatment	MBNL1-CUG inh	Coupling enz	GALK inh	KCNH2 3.1 block
Cc1ccc(N2CC(C(=O)Nc3nnc(C(C)C)s3)CC2=O)cc1 (configuration not stated)	7	-11	-7%[7.66 µM]	-4%	1%	-4%	-1%	2	1%	-11
O=C(Nc1ccc(Oc2ccccc2)cc1)C1CCN(c2c3c(nc4ncnn24)CCC3)CC1	1	-13	-64%	?	-7%	1%	-3%	1	-5%	-98*
CCc1nnc(NC(=O)CSc2nnc(-c3ccccc3O)n2-c2ccc(C)cc2)s1	-1	-6	0%	0%	6%	2%	?	2	3%	8
Nc1ccc(C(=O)OCC(=O)Nc2cc([N+](=O)[O-])ccc2F)cc1	1	·	-56%	-4%	10%	-2%	?	1	-3%	4
Cc1cc2c(cc(C(=O)OCC(=O)NCc3ccco3)n2C)s1	-1	-2	-9%	0%	-4%	5%	32%[activator]	0	2%	7
O=C(c1cc(-c2ccc(O)cc2)on1)N1CCN(c2ccccc2)CC1	6	-23	19%	-5%	-3%	2%	-4%	3	4%	-3
CCOCCCN(C(=O)Cn1nnc(-c2ccc(OC)c(OC)c2)n1)C(CC)C(=O)NC1CCCC1 (configuration not stated)	7	2	26%	-2%	-2%	0%	-9%	-1	10%	2
C=CCn1c(NC(=O)c2ccccc2)nc2ccccc21	-5	2	-12%	0%	-12%	2%	86%[activator]	0	5%	-6
Cc1ccc(/C=C/S(=O)(=O)NCc2ccc(F)cc2)cc1	?	-5	-5%	-3%	18%	11%	2%	1	0%	-30
CC(C)(NO)/C(=N/O)c1cccs1	1	-6	4%	-18%	11%	-3%	5%	3	6%	4
COC(=O)c1sc(NC(=O)CSc2nc3nc(C)cc(C)n3n2)c(C(=O)OC)c1C	·	-10	1%	0%	·	·	·	·	·	-16
C(=N\c1ncnc2sccc12)/NOCc1ccccc1	3	-3	-8%	-4%	-9%	10%	-3%	3	1%	3
COc1ccccc1NS(=O)(=O)c1cc(C(=O)NC2CCN(Cc3ccccc3)CC2)ccc1C	·	21	-34%	2%	·	·	·	·	·	-2
COc1ccc(CNC(=O)CCCCCn2c(SCC#N)nc3cc4c(cc3c2=O)OCO4)cc1	7	6	-11%	1%	40%[activator]	1%	7%	2	-1%	-17
CCn1c2ccccc2c2cc(N)ccc21	0	-5	-3%	352%[activator]	13%	8%	11%	-9	4%	4
O=C(Nc1cccc2ncccc12)c1ccccc1Cl	1	-19	-10%	4%	3%	16%	-15%	1	-5%	18
N#Cc1c(-c2cccc(Cl)c2)[nH]c(=S)[nH]c1=O	2	-2	-16%	10%	-12%	0%	?	0	-2%	18
O=C(CNC(=O)c1ccccc1F)c1ccc(Br)cc1	10	-3	0%	9%	0%	-12%	50%[activator]	1	5%	3
COc1cc2c(-c3ccc4[nH]ccc4c3)c(-c3ccc(C#N)cc3)oc(=O)c2cc1OC	5	-4	-1%	102%[activator]	·	31%	·	·	·	-6
CC1(C)CC(=O)C2=C(C1)N(c1ccccc1)C(=O)C(C(=O)OCc1ccccc1)C2 (configuration not stated)	·	-3	0%	1%	·	·	·	·	·	2
CC(=O)NC1(C(F)(F)F)C(=O)N(Cc2ccccc2)C2=C1C(=O)CC(C)(C)C2 (configuration not stated)	-4	-5	-26%	-1%	0%	-1%	-8%	·	0%	0
O=C(CNc1ccccc1)N/N=C/c1cn(-c2ccccc2)nc1-c1ccccc1	26	3	8%	1%	7%	1%	·	0	0%	7
COC(=O)/C=C1/SC(=NC(=O)c2ccc(Cl)cc2)NC1=O	·	18	-1%	-15%	·	·	·	·	·	40
O=C(CSc1n[nH]c(=O)n1Cc1ccco1)Nc1ccccc1	-2	7	-3%	1%	8%	4%	·	0	-3%	-29
Cc1ccc(OCc2ccc(C(=O)Nc3c(C)nn(Cc4c(F)c(F)c(F)c(F)c4F)c3C)o2)c([N+](=O)[O-])c1	-1	-23	-53%[inhibitor]	-4%	21%	-1%	8%	9	·	-9
COc1cccc(CNS(=O)(=O)c2c(C)[nH]c(C)c2C(=O)N2CCCCC2)c1	2	-7	-20%	2%	-2%	3%	-2%	3	0%	1
COC/C=C/C1=CC2=CC(=O)C(C)(OC(=O)c3ccco3)C(=O)C2=CO1 (configuration not stated)	-2	·	·	·	-4%	19%	8%	2&-9	-1%	·
Cc1ccc(-n2nc(C)c(Sc3ccccc3[N+](=O)[O-])c2N)cc1	-3	-5	-18%	0%	9%	2%	·	0	0%	11
O=C(Cc1ccc(S(=O)(=O)N2CCOCC2)s1)Nc1ccc(S(=O)(=O)N2CCCCC2)cc1	-2	17	-3%	3%	·	4%	·	·	·	-13
Cc1cccc(C2c3[nH]c4ccccc4c3CCN2C(=O)c2cc(CC(C)C)[nH]c(=O)n2)n1 (configuration not stated)	0	3	3%	-6%	-1%	2%	-14%	-3	-3%	-11
O=C1N(c2ccc(Cl)cc2)C(c2ccccc2)N2CCCN12 (configuration not stated)	-2	1	18%	1%	2%	-1%	?	-2	0%	0
Cc1cccc(C)c1NC(=O)CN(C)C(=O)CC1OC(=O)c2ccccc21 (configuration not stated)	0	-7	0%	4%	·	-8%	·	·	·	-8
CCOc1ccc(Cn2c(=O)oc3ccc(C)cc32)cc1OC	5	-5	-29%	-2%	1%	4%	9%	3	5%	6
CN(CC(=O)N1CCCCCC1)S(=O)(=O)c1ccc(Br)s1	30	-10	1%	1%	-12%	·	-7%	7	1%	2
COc1ccc(OC)c(CC(NC(C)=O)C(=O)NC2CCN(c3nc(C)cc(C)c3C#N)CC2)c1 (configuration not stated)	-1	·	·	·	-12%	-2%	-10%	-1	0%	·
O=C(OCCN1C(=O)c2cccc3c(N4CCOCC4)ccc(c23)C1=O)c1ccc(Cl)cc1Cl	?	-15	-22%	-10%	?	5%	1%	-2	-1%	-32
Cc1cc(=O)[nH]c(SCC(=O)Nc2cc(S(=O)(=O)N3CCCC3)ccc2Cl)n1	2	-4	0%	0%	-2%	18%	3%	14	2%	2
CC(=O)c1cccc(NC(=O)N2CCCC2C(=O)NC2CCCCC2)c1 (configuration not stated)	2	-15	-28%	3%	4%	9%	-5%	-2	4%	-19
COc1ccc(N2CCC(CNC(=O)Nc3cccc(OC)c3)C2)cc1 (configuration not stated)	?	5	-1%	-10%	-4%	2%	3%	0	0%	-20
CN(CC(=O)Nc1ccccc1Cl)C(=O)COC(=O)c1cccs1	·	-13	18%	5%	·	-3%	·	·	·	-8
O=C(O)c1cccc(-n2cccc2C=C2C(=O)c3ccccc3C2=O)c1	-4	1	-38%	-6%	?	-8%	?	5	4%	21
Cc1ccc(C)c(S(=O)(=O)NCc2cccnc2)c1	0	27	4%	10%	-7%	3%	-1%	2	-3%	2
COCCCNC(=O)c1cc(-c2cccnc2)nc2ccccc12	-3	2	-23%	-2%	0%	3%	13%	-1	4%	-5
O=C(Nc1ccc(S(=O)(=O)Nc2nccs2)cc1)c1ccccc1OC(F)F	-3	-26	10µM*	4%	·	-1%	·	·	·	-10
Cc1ccc(S(=O)(=O)Cc2ccc(C(=O)OCc3ccccc3)cc2)cc1	8	0	-10%	-8%	8%	2%	3%	-1	-3%	-20
Cc1nc(C)c(C(=O)O)s1	-2	7	?	3%	-1%	-11%	5%	2	4%	9
Cc1cc(C)c2nc(N3CCC(C(=O)N4CCCC4)CC3)sc2c1	15	0	0%	6%	1%	-3%	3%	0	0%	7
COc1ccc(OCc2ccc(C(=O)NN)cc2)cc1	5	-11	-14%[7.66 µM]	-1%	5%	1%	2%	0	2%	-5
Cc1ccccc1Nc1nc(-c2cccnc2)cs1	-1	-11	0%	-6%	-1%	6%	19%	0	4%	-4
CCCCCCCCNC(=O)c1cccnc1SCC(=O)Nc1ccccc1OC	2	-22	-10%	-5%	-5%	-1%	0%	2	0%	-7
CCOC(=O)c1ccc(NC(=S)NNC(=O)c2cc(-c3cccnc3)nc3ccccc23)cc1	-1	8	-21%	14%	-7%	5%	20%	·	7%	1
O=C(CNC(=O)c1sc2ccccc2c1Cl)OCc1ccccc1	23	15	4%	-10%	-5%	8%	16%	·	-5%	12
Cc1ccc(N2C(=O)CC(Sc3nc4ccccc4o3)C2=O)cc1Cl (configuration not stated)	?	0	-72%[inhibitor]	-11%	15%	-6%	-8%	-1	6%	-2

Assay outcomes: PubChem, National Center for Advancing Translational Sciences (NCATS)
